# Screening results as filed in PubChem BioAssay.
# Rev-erbA mod = modulators of Rev-erb alpha DNA binding, primary screen, biochemical, FITC-DNA, fluorescence polarization, uHTS | Rev-erbα–FITC-DNA binding, 90 min | actives 0.79% (n = 370,000) | activity, % at 10 µM;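 active means activity above about 14%, limit read from the data; passing the limit was not always enough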;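 further: 0% = DMSO wells with 35 nM protein and 100% = DMSO wells with 750 nM protein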
# TCR-CD3 inh = inhibitors of human TCR-CD3 interaction, primary screen, biochemical, fluorescence, TAMRA-labeled TCR probe; actives 0.37% (n = 360,000); AID 651800, 2012; T-cell receptor (TCR); inhibition, % at 9.4 µM; in the data active means inhibition above about 19%;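 further: recombinant mutant TCR 2C K166C tagged with TAMRA read by polarization; 0% = receptor in buffer alone and 100% = receptor with positive control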
# LEDGF integ inh = blockers of LEDGF/p75-dependent integrase strand transfer – biochemical, TR-FRET, high throughput, primary screen. TR-FRET IN-LEDGF/p75 DNA integration, Eu/Cy5. actives 0.64% (n = 370,000). inhibition, % at 3.7 µM. HIV-1 integrase (with human LEDGF/p75);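 active means inhibition above the screen-wide mean plus 3 SD, cut at about 13% in these data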;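 further: signal is the Cy5 over europium emission ratio at 671 and 618 nm; 0% = plate median of compound wells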
# PG9 binder = binders of HIV-1 gp120 antibody PG9, primary screen, biochemical, TR-FRET | TR-FRET gp120-PG9 antibody binding | actives 0.43% (n = 360,000) | inhibition, % at 6.7 µM | AID 624416, 2012; in the data active means inhibition above about 8.5%
# rCAG binder = binders of r(CAG) RNA repeats, primary screen, biochemical, fluorescence | r(CAG) RNA repeat, TO-PRO-1 dye displacement fluorescence | inhibition, % at 3 µM | actives 1.3% (n = 370,000) | AID 651821, 2012;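 active means inhibition above the plate cutoff, the mean of all test compounds on that plate plus 3 SD, cut at about 35% in these data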;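 further: 0% = DMSO alone and 100% = 100 µM mitoxantrone as full dye displacement; higher means more dye released from RNA so lower well fluorescence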
# HTRA1 inh = HTRA1 serine protease inhibitors, primary screen, biochemical, fluorescence polarization, HTS; inhibition, % at 5.96 µM; Q92743; actives 0.5% (n = 340,000); recombinant HTRA1, FP-rhodamine activity-based probe; in the data active means inhibition above about 36%;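 further: 0% = enzyme with DMSO and 100% = wells lacking enzyme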
# ABHD4 inh = ABHD4 inhibitors, primary screen, biochemical, fluorescence polarization, mouse | (Lyso)-N-acylphosphatidylethanolamine lipase (Mus musculus), Q8VD66 | purified mABHD4, FP-Rh probe fluorescence polarization | inhibition, % at 8.92 µM | actives 0.54% (n = 370,000);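 active means inhibition exceeding the mean over every tested compound plus 3 SD, cut at about 30% in these data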;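 further: 0% = plate median of compound wells and 100% = S159A mutant with DMSO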
#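 Assay system: Wild-type mouse ABHD4 protein | Medium: HEPES pH 7.0 buffer, 150 mM NaCl, 0.01% Pluronic F-127 | Incubation: Enzyme–compound pre-incubation 45 min, then probe 60 min, both 25 °C | Technique: Fluorescence polarization with parallel and perpendicular emission, 525/598 nm | Evaluation: % inhibition of FP-Rh probe binding versus controls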
# PRMT1 FP inh = PRMT1 methyltransferase inhibitors, primary screen, biochemical, fluorescence polarization | Protein arginine N-methyltransferase 1 (Homo sapiens), Q99873 | recombinant PRMT1, activity-based probe fluorescence polarization | inhibition, % at 2.79 µM | actives 1.3% (n = 370,000) | AID 652257, 2013;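 active means inhibition above about 21% made by adding two undisclosed values, limit read from the data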
# MBD2 inh = inhibitors of MBD2 binding to methylated DNA, primary screen, biochemical, TR-FRET, DNA-binding domain, human; MBD2 binding to methylated oligonucleotide; inhibition, % at 4.4 µM; actives 0.31% (n = 370,000); AID 686964, 2013; in the data active means inhibition above about 13%
# UHRF1 MBD2 ctr = UHRF1 methylated DNA binding inhibitors, primary screen, counter-screen for MBD2 inhibitor project, biochemical, TR-FRET, human UHRF1, single concentration; inhibition, % at 4.4 µM; E3 ubiquitin-protein ligase UHRF1 (Homo sapiens), Q96T88; UHRF1 binding to methylated oligo; actives 0.75% (n = 370,000); in the data active means inhibition above about 21%;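 further: UHRF1 SRA domain binding a hemimethylated CpG hairpin DNA probe; 0% = median of test compound wells and 100% = reference inhibitor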
# Target sequence (Q96T88 whole entry, looked up, the tested form may be a part): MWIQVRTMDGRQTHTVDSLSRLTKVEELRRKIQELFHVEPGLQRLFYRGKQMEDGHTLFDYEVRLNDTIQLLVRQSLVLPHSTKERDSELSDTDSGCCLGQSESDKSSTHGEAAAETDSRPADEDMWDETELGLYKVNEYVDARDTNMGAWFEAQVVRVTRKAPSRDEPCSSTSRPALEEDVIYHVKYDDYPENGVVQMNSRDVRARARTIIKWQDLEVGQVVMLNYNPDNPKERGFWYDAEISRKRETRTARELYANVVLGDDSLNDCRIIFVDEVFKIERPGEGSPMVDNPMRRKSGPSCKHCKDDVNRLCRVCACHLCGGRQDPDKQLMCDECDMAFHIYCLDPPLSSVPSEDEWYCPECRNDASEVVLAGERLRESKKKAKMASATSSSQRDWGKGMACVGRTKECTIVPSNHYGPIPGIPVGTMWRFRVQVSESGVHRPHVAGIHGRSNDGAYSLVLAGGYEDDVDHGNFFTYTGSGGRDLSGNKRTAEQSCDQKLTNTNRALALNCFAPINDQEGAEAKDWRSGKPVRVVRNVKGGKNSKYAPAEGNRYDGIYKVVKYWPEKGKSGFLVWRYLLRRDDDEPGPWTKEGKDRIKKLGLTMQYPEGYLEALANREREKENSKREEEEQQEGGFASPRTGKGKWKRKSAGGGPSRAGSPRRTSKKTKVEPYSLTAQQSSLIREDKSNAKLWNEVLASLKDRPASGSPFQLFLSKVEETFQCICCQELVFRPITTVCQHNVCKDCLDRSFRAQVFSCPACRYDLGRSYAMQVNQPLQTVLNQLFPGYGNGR
# An asterisk follows results filed as active; / = not tested or not shown.
SMILES,Rev-erbA mod,TCR-CD3 inh,LEDGF integ inh,PG9 binder,rCAG binder,HTRA1 inh,ABHD4 inh,PRMT1 FP inh,MBD2 inh,UHRF1 MBD2 ctr
COc1ccc(-c2cc(=O)oc3c(C)c(O)c(CN(C)C)cc23)cc1,-2.7,4.8,3.8,-1.0,2.9,-1.2,-0.4,4.3,-5.5,-5.0
COc1cccc(C(=O)Nc2cc(=O)n(C)c(=O)n2C)c1,-10.9,7.1,-3.6,-1.1,2.6,-3.2,0.5,-0.8,3.3,-2.2
O=C1Cc2cc(S(=O)(=O)N3CCN(c4ccc(O)cc4)CC3)ccc2N1,-8.0,-1.0,2.0,-0.9,20.4,/,22.3,8.3,-2.2,-4.9
Cc1noc(C)c1S(=O)(=O)N1CCN(C(c2ccccc2)c2ccc(Cl)cc2)CC1 (stereo unspecified),12.8,-6.5,-4.6,-0.9,2.7,-15.8,2.5,13.8,2.1,-0.1
CCCCCCCn1c2c(c(=N)c3c1CCC3)CCCC2,0.5,-1.2,-4.5,0.1,7.2,-2.7,3.8,3.0,1.4,2.2
COc1ccc(Cc2nc3c4c(ncn3n2)Oc2c(ccc3ccccc23)C4c2ccc(OC)c(OC)c2)cc1 (stereo unspecified),6.0,0.8,3.9,-0.4,3.9,-1.0,-2.5,-4.0,-4.2,1.5
Cc1ccccc1OCCC(=O)N(Cc1ccccc1)c1c(N)n(Cc2ccccc2)c(=O)[nH]c1=O,1.6,3.9,6.3,-2.2,-3.4,-9.6,-4.8,-1.3,1.4,-2.0
COCC(=O)N(C)c1nnc(-c2cnc(C)cn2)s1,4.2,0.6,-0.3,1.3,-0.7,0.7,-1.6,-1.3,-5.0,-1.3
Cc1ccccc1Nc1scc(-c2ccc(Br)cc2)[n+]1-c1ccccc1C,1.5,-4.8,1.0,-1.2,6.1,-18.8,3.4,-2.7,4.4,-1.9
COc1cc(Cl)c(C)cc1NC(=O)Cn1c(NCCO)nc2ccccc21,-2.9,2.0,-1.1,0.4,2.7,-2.3,2.4,2.8,-1.9,-1.9
CCCNC(=O)C(Cc1ccccc1)NC(=O)c1ccccn1 (stereo unspecified),-3.7,-3.6,0.4,-0.2,1.6,-7.3,-0.9,2.2,-0.8,2.5
CCNC(=O)C1(C)CCN(C(=O)c2ccc(-c3ccccc3)cc2)C1 (stereo unspecified),-4.3,0.1,0.7,-0.4,1.4,/,-6.1,0.8,0.1,1.0
c1ccc(NCCC2OCC3(CO2)COC(CCNc2ccccc2)OC3)cc1 (stereo unspecified),-7.9,-6.9,-5.1,0.9,2.9,7.3,8.7,0.6,-0.6,1.3
CCN(CC)C(=O)C1CCC(CNS(=O)(=O)c2cccc3cccnc23)CC1 (stereo unspecified),-3.2,-0.3,1.2,-0.6,1.0,1.9,-1.2,-4.8,-3.2,-1.6
CNc1nc(SCC(=O)Nc2ccccc2)nc(N2CCOCC2)n1,-0.5,4.1,-1.9,-1.4,-0.8,-4.2,-3.2,-1.2,2.9,1.0
N#Cc1nc(-c2ccc(OCc3ccc(Cl)cc3)cc2)oc1NCc1cccnc1,-3.2,-2.3,-1.6,1.5,3.8,-1.2,0.7,0.0,0.7,-0.1
CC1CCCCN1CCCNC(=O)CN1C(=O)CSc2ccc(S(=O)(=O)N3CCOCC3)cc21 (stereo unspecified),0.7,-2.3,1.5,-1.2,2.7,-3.5,5.5,-3.5,2.0,-2.6
COn1c(SCC(N)=O)nc2ccccc2c1=O,-5.0,2.6,-2.7,2.9,-1.4,-6.3,-7.0,0.7,5.0,2.8
Cc1nn(-c2ccccc2)c(C)c1/C=N/NC(=O)c1ccccc1O,-1.6,5.5,3.0,-3.1,-0.6,-1.3,1.8,-3.0,0.8,-3.2
CCOC(=O)N1CCN(Cc2nc3cc(NC(=O)c4ccco4)ccc3n2C)CC1,0.1,10.1,0.4,0.2,-2.7,8.4,-2.5,0.7,-9.4,-3.2

# Reprinted from the part before: 3 entries; new compounds follow.
SMILES,Rev-erbA mod,TCR-CD3 inh,LEDGF integ inh,PG9 binder,rCAG binder,HTRA1 inh,ABHD4 inh,PRMT1 FP inh,MBD2 inh,UHRF1 MBD2 ctr
COn1c(SCC(N)=O)nc2ccccc2c1=O,-5.0,2.6,-2.7,2.9,-1.4,-6.3,-7.0,0.7,5.0,2.8
Cc1nn(-c2ccccc2)c(C)c1/C=N/NC(=O)c1ccccc1O,-1.6,5.5,3.0,-3.1,-0.6,-1.3,1.8,-3.0,0.8,-3.2
CCOC(=O)N1CCN(Cc2nc3cc(NC(=O)c4ccco4)ccc3n2C)CC1,0.1,10.1,0.4,0.2,-2.7,8.4,-2.5,0.7,-9.4,-3.2
Cc1nn(Cc2ccc(C(=O)N3CCOCC3)o2)c(C)c1Br,-10.3,1.5,-5.6,-2.9,2.9,8.6,-9.7,5.7,2.3,7.6
Cc1cc(C(=O)NCCCN2CCOCC2)n(-c2ccccc2)n1,-2.8,5.4,-2.6,-1.6,1.4,-3.8,-1.6,-1.4,2.0,-0.6
COc1ccc(N2CCN(C(=S)NCc3ccc(C)cc3)CC2)cc1,-0.5,-3.5,-5.7,2.2,-2.1,-2.3,6.7,4.9,7.1,1.2
COc1ccc(S(=O)(=O)N2CCN(c3cccc(C)c3C)CC2)cc1,-1.4,9.3,4.0,-1.0,2.3,-24.0,-6.9,-3.0,-5.0,0.3
O=C(N[C@H](C(=O)N1CCC[C@H]1C(=O)NC1CCCC1)C1CCCCC1)c1ccccn1,-3.7,9.4,0.6,-1.2,-1.8,/,-1.8,-1.7,0.2,0.7
Cc1noc(C)c1S(=O)(=O)N(C)C[C@H]1Oc2c(NS(=O)(=O)c3cn(C)cn3)cccc2C(=O)N([C@H](C)CO)C[C@@H]1C,-2.9,0.0,4.0,0.9,6.1,8.0,-3.8,-1.5,-3.6,0.0
CCCCn1c(N)c(N(CCOC)C(=O)C(C)Oc2ccc(Cl)cc2)c(=O)[nH]c1=O (stereo unspecified),-5.9,-6.6,-1.6,-1.9,-3.6,-1.7,3.0,-1.1,0.0,-0.2
Cc1csc(NC(=O)Cc2coc3cc(C)c(C(C)C)cc23)n1,3.0,11.8,-0.4,2.0,3.7,-50.2,-7.7,1.2,-0.7,-1.8
O=C(CSc1nc(C(F)(F)F)cc(=O)[nH]1)N1CCC(Cc2ccccc2)CC1,0.0,-4.7,-1.9,1.3,2.8,-5.6,5.2,-0.7,-0.4,0.2
O=C(Cc1ccc(-c2ccccc2)cc1)NNC(=S)NCc1ccco1,1.8,2.8,-0.8,-0.7,3.5,-5.7,1.4,-0.9,-2.5,-2.0
Cc1cccc(NC(=O)/C(C#N)=C/c2cn(CC(=O)NCc3ccco3)c3ccccc23)c1,-6.4,2.8,-0.5,-0.4,2.7,-7.9,4.4,-1.0,-1.9,8.1
Cc1cc(=O)oc2c(C)c(OCC(=O)N3CCN(c4cccc(Cl)c4)CC3)ccc12,3.6,4.3,-0.2,-1.1,3.5,-19.3,0.1,-2.9,-1.3,-0.2
O=C(Cn1cnc([N+](=O)[O-])n1)NC1CC1,-5.7,6.2,-2.5,0.0,3.3,-7.6,-3.2,0.1,-0.6,-1.4
CC1=NN(c2ccccc2)C(=O)C1/C=C1\NC(=S)NC1=O (stereo unspecified),-3.1,0.9,4.8,-13.8,55.2*,-3.1,5.0,20.1,2.0,-4.2
CCNC(=O)COC(=O)c1cc(-c2ccco2)nc2ccccc12,-25.8,9.7,13.5*,2.0,28.1,2.7,19.9,38.3*,4.8,8.3
O=C(NCc1ccc(Cl)cc1)c1ccc2c(=O)n(CC3CCCO3)c(=S)[nH]c2c1 (stereo unspecified),-4.5,-2.3,4.1,-1.8,2.4,-2.9,-4.1,-2.5,-0.6,-3.1
CCOC(=O)c1sc(=S)n(-c2ccccc2)c1N,5.7,-4.3,1.3,0.4,-0.7,-6.9,-2.5,3.3,-4.7,0.3
COc1ccc(CN2CCc3c([nH]c4ccccc34)C2)cc1Br,-1.5,-7.0,-2.3,0.0,-2.2,-6.2,11.6,4.0,-0.3,4.6
CCNC(=S)NNc1nnc(-c2ccccc2)c(-c2ccccc2)n1,-3.6,3.0,3.6,-0.6,0.3,-4.6,7.3,0.7,-2.4,-3.2
Cc1cc(Cl)ccc1NC(=S)NCCN1CCOCC1,-3.0,11.1,-3.6,-1.1,2.6,0.6,0.9,-0.6,-5.7,-0.1

# Look-ups from the results shown.
# Reading for O=C(Cc1ccc(-c2ccccc2)cc1)NNC(=S)NCc1ccco1 under LEDGF integ inh: -0.8
# Reading for CC1=NN(c2ccccc2)C(=O)C1/C=C1\NC(=S)NC1=O (stereo unspecified) under UHRF1 MBD2 ctr: -4.2
# Reading for Cc1cc(C(=O)NCCCN2CCOCC2)n(-c2ccccc2)n1 under PG9 binder: -1.6

# New compounds follow
SMILES,Rev-erbA mod,TCR-CD3 inh,LEDGF integ inh,PG9 binder,rCAG binder,HTRA1 inh,ABHD4 inh,PRMT1 FP inh,MBD2 inh,UHRF1 MBD2 ctr
CC(C)(Cc1nc2ccccc2[nH]1)C(=O)O,-4.7,-4.5,0.4,0.9,3.0,2.6,4.1,0.7,-0.8,-1.2
O=C1C[C@H](NC(=O)OCc2ccccc2)CO1,5.3,9.0,-0.9,-0.7,2.2,2.4,2.3,-0.5,3.0,-0.9
O=C(Nc1sc2c(c1C(=O)O)CCC2)c1ccccc1Cl,3.0,-2.3,-0.1,0.3,12.2,4.7,9.8,-1.6,0.2,-2.5
Cc1cc(=O)[nH]c(SCC(=O)Nc2cccc(C(F)(F)F)c2)n1,-1.6,2.1,-3.3,0.9,6.5,1.8,-7.7,2.1,1.0,3.6
O=C(O)CC(C(=O)Nc1cccc(C(F)(F)F)c1)C1CCCO1 (stereo unspecified),-0.6,3.2,-4.4,0.7,9.4,1.1,-0.8,4.8,0.9,8.7
O=C(NCc1ccco1)c1ccc2c(c1)S(=O)(=O)c1ccccc1C2=O,-4.7,-1.0,3.0,-0.7,2.3,0.0,5.2,2.8,-7.7,-2.8
Cc1ccc(C(CCN)c2ccco2)cc1 (stereo unspecified),0.3,2.8,-3.5,0.1,1.6,-39.4,-1.6,1.8,3.2,-0.5
COc1ccc(NC(=O)c2cc(-c3cc(C)cc(C)c3O)n[nH]2)cc1Cl,1.6,4.0,0.1,3.5,23.1,-38.4,-50.3,1.0,3.8,2.0
CC(C)C1=CC(=NS(=O)(=O)c2cccc([N+](=O)[O-])c2)C=C(C(C)C)C1=O,0.1,4.2,0.2,-2.5,13.9,-4.9,-3.7,0.9,-3.6,-1.5
Cc1cc(C)c(NC(=O)C(C)(C)C)c(Cl)c1,-2.3,-3.8,2.1,0.2,-0.6,0.6,2.3,0.2,6.7,1.3
COc1ccc(NC(=O)Nc2ccc(C)cc2OC(F)F)cc1OC,-1.9,7.1,-2.5,0.4,1.2,-4.1,-1.2,-1.9,1.2,-1.2

# This is a subset; rates above refer to the full screens.
